bIAP inh: intestinal alkaline phosphatase (bovine) inhibition | purified bovine IAP, CDP-star luminescence, 30 min | inhibition, % at 20 µM | 190,000 tested, under 10 active | AID 1019;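 active = over 50% inhibition of intestinal alkaline phosphatase at 20 µM in the single-dose screen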
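Assay system: bovine IAP enzyme; medium: DEA buffer 100 mM, pH 9.8, with MgCl2 1.0 mM, ZnCl2 0.02 mM; doses: 20 µM single dose; incubation: enzyme reaction for 30 min at room temperature; detection: CDP-star luminescence signal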
S1P3 antag: antagonists of human S1P3 receptor; Q99500; CHO S1P3 NFAT-BLA reporter, FRET fluorescence, antagonist mode; inhibition, % at 4.98 µM; 170,000 tested, 0.27% active; AID 485;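 active = inhibition above the plate cutoff, the mean inhibition of test wells on that plate plus 3 SD, cut at about 28% in these data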;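 also: cells challenged with S1P at its EC80 of 0.8 µM; blue over green emission ratio from cleaved BLA substrate after 4 h stimulation; 0% = S1P-stimulated wells and 100% = unstimulated DMSO-only wells; some compounds past the cut are filed as inactive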
Target sequence (Q99500 whole entry, looked up): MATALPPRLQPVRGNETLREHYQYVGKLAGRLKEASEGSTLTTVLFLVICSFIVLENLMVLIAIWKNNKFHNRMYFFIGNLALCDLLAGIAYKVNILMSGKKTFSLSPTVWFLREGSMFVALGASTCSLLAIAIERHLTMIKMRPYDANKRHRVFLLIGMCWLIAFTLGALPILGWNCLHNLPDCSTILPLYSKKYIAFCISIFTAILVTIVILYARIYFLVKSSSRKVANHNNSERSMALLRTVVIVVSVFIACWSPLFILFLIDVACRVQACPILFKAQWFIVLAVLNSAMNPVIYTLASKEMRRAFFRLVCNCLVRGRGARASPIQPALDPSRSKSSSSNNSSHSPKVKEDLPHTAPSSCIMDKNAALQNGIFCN
TR-FRET SRC-2 ct: flags TR-FRET format artefacts in PPARgamma SRC-2 recruitment agonist screen | TR-FRET artefact counter-screen; hits give high values | TR-FRET ratio at 8 µM | 200,000 tested, 0.4% active | AID 1049; in the data active = TR-FRET ratio above about 2000; also: inactives centre near 1500; reference of the scale not given here
Efa HMGR inh: blocks class II HMG-CoA reductase of Enterococcus faecalis | purified E. faecalis HMGR, NADPH absorbance 340 nm kinetic | 190,000 tested, 0.41% active | inhibition, % at 10 µM;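 active = inhibition above a set limit, the median over all tested compounds plus 3 SD, cut at about 9.5% in these data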;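 also: enzyme runs in reverse so mevalonate oxidation gives rising NADPH absorbance; 0% = complete reaction with DMSO and 100% = background rate lacking mevalonate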
PPARg SRC3 recr: promotes SRC-3 coactivator recruitment by human PPARgamma | P37231 | biochemical PPARgamma/SRC-3 coactivator recruitment assay | activation, % at 8 µM | 200,000 tested, 0.26% active | AID 731; in the data active = activation above about 23%;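 also: 0% = DMSO and 100% = reference agonist; some compounds past the cut are filed as inactive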
RAM network inh: yeast RAM network inhibition. 190,000 tested, 1.8% active. S. cerevisiae dse1pr::URA3 reporter, 5-FOA growth OD615, 2 d; analog-sensitive cbk1-as2 kinase mutant strain. inhibition, % at 50 µM. AID 868;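 active = inhibition above a set limit, 3 SD over mean compound inhibition, cut at about 8.4% in these data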;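 also: 0% = DMSO-only wells with no growth and 100% = 10 µM 1-NA-PP1 full growth; inhibition rescues growth on 5-FOA so higher OD means more RAM inhibition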
ROMK primary: modulators of human ROMK potassium channel; Tet-inducible ROMK, thallium flux fluorescence; actives lie on both sides; B-score at 10 µM; 130,000 tested, 2% active;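 active = signal ratio slope over the read window, or its plate-corrected B-score, at least 3 SD from the plate mean, either direction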;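 also: B-score of the F/F0 ratio slope over 7 to 12 s after thallium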
Target sequence (P48048 whole entry, looked up): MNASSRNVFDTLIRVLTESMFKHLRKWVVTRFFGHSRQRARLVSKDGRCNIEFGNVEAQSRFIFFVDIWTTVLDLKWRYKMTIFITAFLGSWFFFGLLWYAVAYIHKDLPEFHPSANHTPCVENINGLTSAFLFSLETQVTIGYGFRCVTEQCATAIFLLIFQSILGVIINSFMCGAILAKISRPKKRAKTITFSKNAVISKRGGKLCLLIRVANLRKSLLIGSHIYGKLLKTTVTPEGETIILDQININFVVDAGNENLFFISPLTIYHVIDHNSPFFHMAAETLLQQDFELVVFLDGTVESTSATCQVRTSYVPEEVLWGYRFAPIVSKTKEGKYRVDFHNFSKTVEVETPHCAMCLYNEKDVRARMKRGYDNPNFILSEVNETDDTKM
PPARg SRC-1 ag: promotes SRC-1 coactivator recruitment by human PPARgamma; PPARgamma-SRC-1 coactivator recruitment biochemical assay; activation, % at 8 µM; 200,000 tested, 0.41% active; AID 631; in the data active = activation above about 19%;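 also: 0% = DMSO and 100% = reference agonist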
Lmaj promast: reduces viability of Leishmania major promastigotes. inhibition, % at 10 µM. 200,000 tested, 9% active. resazurin fluorescence viability; in the data active = inhibition above about 50%;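 also: promastigotes grown with compound for 44 hours at 28 °C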
PPARg SRC2 recr: PPARgamma-driven SRC-2 recruitment agonism; PPARgamma LBD-SRC-2 recruitment, biochemical; activation, % at 8 µM; 200,000 tested, 0.34% active; in the data active = activation above about 22%;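 also: 0% = vehicle and 100% = reference agonist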
DTT redox prof: compounds producing H2O2 with reducing agent – biochemical, NIH compound library profiling, artefact control for MLSCN library redox annotation, primary screen; activation, % at 10 µM; AID 878; DTT-dependent redox cycling H2O2, phenol red/HRP absorbance; 100% = 100 µM peroxide control, 0% = buffer; 200,000 tested, 0.03% active;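 active = activation of at least 50% relative to the plate's high and low controls in the primary single-dose screen; inactive = activation below 50%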;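 also: compound incubated with DTT at 0.8 mM final as the reducing agent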
The depositor's hits bear a star; nt = no result given. The list is partial; count on the stated rates, not on these rows.

Below each SMILES: bIAP inh, S1P3 antag, TR-FRET SRC-2 ct, Efa HMGR inh, PPARg SRC3 recr, RAM network inh, ROMK primary, PPARg SRC-1 ag, Lmaj promast, PPARg SRC2 recr, DTT redox prof
COc1ccc(CC2C(=O)N(C)C(=O)N(C)C2=O)c(OC)c1
→ 2, -24, 1660, -7, -1, 3.5, nt, 1, -6, 5, -2.0
O=c1c2ccccc2nc(N2CCCC2)n1-c1ccccc1
→ 10, nt, 1303, -7, -9, -0.6, nt, 3, -5, -15, -1.2
O=C(O)C1C2CCC(O2)C1C(=O)NC1CCCCC1 (stereo unspecified)
→ 1, -18, 1690, -2, 3, 0.8, -0.085, -4, -1, 5, -0.6
CCCCOC(=O)COc1cc(C)cc2oc(=O)c3c(c12)CCC3
→ 5, 28, 1802, -1, 2, 2.8, -0.0097, -4, -9, 1, -0.8
CCOP(=O)(CN(CC)CCNP(=O)(OCC)OCC)OCC
→ -1, nt, 1644, -3, -5, 0.7, nt, 7, -9, 8, -3.2
O=C(c1cc(-c2ccccc2)nc2ccccc12)N1CCC2(CC1)OCCO2
→ 1, nt, 1587, 8, -4, -0.7, -0.57, 0, -6, 2, 1.8
Cc1ccc(-n2c(O)c(C=Nc3ccc(S(=O)(=O)N(C)C)cc3)c(=O)[nH]c2=O)cc1
→ 7, nt, 1427, -1, 0, 7.3, 0.041, -2, -5, 1, -1.5
CC(C)NCC(O)c1ccc(C2CCCC2)cc1 (stereo unspecified)
→ -1, -6, 1680, 1, 3, -1.2, -1.6, -2, 92*, -4, -0.1
O/N=C1/C(=C\c2ccccc2)N2CCC1CC2
→ 4, -28, 1591, -1, 4, 0.5, -0.061, 11, 1, -1, 0.7
Cc1sc2ncn(CC(=O)NCC(=O)N3CCC4(CC3)OCCO4)c(=O)c2c1C
→ 1, -24, 1622, -5, 3, 0.1, -0.81, -1, -9, 1, 0.2
Cc1cc(OC(=O)CCCNC(=O)OC(C)(C)C)c2c3c(c(=O)oc2c1)CCC3
→ 5, nt, 1455, 1, -17, 4.8, nt, -4, -3, 6, -3.0
O=P(CN1CCN(c2ccccc2)CC1)(N1CCCCC1)N1CCCCC1
→ -4, 2, 1716, -1, 10, 1.5, nt, -1, 30, 10, -0.7
CCOC(=O)C(NC(=O)CC)(Nc1ccc(C(O)(C(=O)OCC)C(F)(F)F)cc1C)C(F)(F)F (stereo unspecified)
→ 2, nt, 1739, 0, 7, -1.6, 1.4, 3, -1, 6, -4.9
O=C(C[N+]12CCN(CC1)CC2)NCCc1ccc(Cl)cc1Cl
→ -40, -26, 1281, 0, 2, -0.9, 0.027, 0, -3, 1, -0.3
CCCCn1c(NS(=O)(=O)c2ccc(C)cc2)c(C(=O)OCC)c2nc3ccccc3nc21
→ -4, 5, 1719, 3, 0, -0.8, -1.2, 3, -4, 12, 0.0
COc1ccc(CCNC(C)CCc2ccc(OC)cc2)cc1 (stereo unspecified)
→ -7, nt, 1382, 1, -2, 1.9, -1.1, -3, 93*, -3, 0.1
C[N+]12CCC(CC1)C(C(O)(c1ccccc1)c1cccs1)C2 (stereo unspecified)
→ 19, nt, 1526, -1, 1, 0.1, nt, 1, -1, 19, 1.2
CCC(CO)(C(=O)OC1C[N+]2(C)CCC1CC2)c1ccccc1 (stereo unspecified)
→ 3, 2, 1607, -8, 0, 1.0, -0.52, -4, -11, 1, -0.6
CCc1c(C)nc(N)nc1N1N=C1SC
→ 2, nt, 1626, 0, 10, 1.5, nt, 3, -4, 6, 0.8
CCC(CC)C1C(C#N)=C(N)Oc2c1c(=O)oc1ccccc21 (stereo unspecified)
→ -4, nt, 1664, 2, -14, 3.5, nt, 0, 5, -2, 0.9
CCCNc1nc(OC)nc(N2CC3CC(C2)c2cccc(=O)n2C3)n1 (stereo unspecified)
→ -1, -15, 1384, 9.9*, 3, 0.4, -0.97, 11, -4, 4, -0.1
Cc1cc(Br)c(NC(=O)CN2CC=C(c3ccccc3)CC2)c(Br)c1
→ 9, -6, 1677, 1, 7, 1.7, -0.56, 7, 0, 2, -0.2
COc1ccc(S(=O)(=O)Cc2ccc(C(=O)N3CCC4(CC3)OCCO4)o2)cc1
→ 6, -2, 1512, -3, 8, -1.1, nt, 6, -4, 5, 2.5
CCOP(=O)(OCC)C(CC)N1CCOCC1 (stereo unspecified)
→ 10, nt, 1420, -9, 2, 0.5, 0.79, -5, -5, -2, 0.0
Cc1n[nH]c(C)c1CCN
→ 4, -10, 1512, 3, 5, -0.4, 0.8, 3, -1, -4, -1.9
COC(=O)CC1(CC(=O)OC)C(=O)NC(=O)NC1=O
→ 4, 14, 1659, 1, -1, 0.3, 0.39, -1, 1, -10, 1.7
Fc1ccc(NC2=NCCS2)cc1Cl
→ 14, 14, 1811, -2, -5, 0.1, nt, -1, 3, 4, 0.8
CN1CCN(c2ccc([N+](=O)[O-])cc2Cl)CC1
→ -3, 1, 1327, 1, -4, -0.3, -0.42, -2, 2, 1, -0.2
Clc1cccc(Cl)c1CN1CCN(c2ccccc2)CC1
→ 23, nt, 1237, -5, -2, 1.5, 0.055, 4, 1, -2, 0.0
CCOC(=O)[C@@]1(C#N)[C@@H]2C=CC(C(N)=O)=CN2[C@@H](C(N)=O)[C@@H]1c1cccc(Cl)c1
→ 18, nt, 1525, 1, -2, -0.3, 0.028, -2, -2, 0, 1.6

Arranged by SMILES length (largest number first): four of the compounds above.
Below each SMILES: bIAP inh, S1P3 antag, TR-FRET SRC-2 ct, Efa HMGR inh, PPARg SRC3 recr, RAM network inh, ROMK primary, PPARg SRC-1 ag, Lmaj promast, PPARg SRC2 recr, DTT redox prof
CCCCn1c(NS(=O)(=O)c2ccc(C)cc2)c(C(=O)OCC)c2nc3ccccc3nc21
→ -4, 5, 1719, 3, 0, -0.8, -1.2, 3, -4, 12, 0.0
COc1ccc(CC2C(=O)N(C)C(=O)N(C)C2=O)c(OC)c1
→ 2, -24, 1660, -7, -1, 3.5, nt, 1, -6, 5, -2.0
O=C(C[N+]12CCN(CC1)CC2)NCCc1ccc(Cl)cc1Cl
→ -40, -26, 1281, 0, 2, -0.9, 0.027, 0, -3, 1, -0.3
Clc1cccc(Cl)c1CN1CCN(c2ccccc2)CC1
→ 23, nt, 1237, -5, -2, 1.5, 0.055, 4, 1, -2, 0.0

Other records follow:
Below each SMILES: bIAP inh, S1P3 antag, TR-FRET SRC-2 ct, Efa HMGR inh, PPARg SRC3 recr, RAM network inh, ROMK primary, PPARg SRC-1 ag, Lmaj promast, PPARg SRC2 recr, DTT redox prof
O=c1[nH]c2ccccc2c(=O)n1-c1ccc(Cl)cc1Cl
→ 6, -5, 1639, -2, 3, 1.3, 0.036, 12, -4, -2, 0.0
CN1C(=O)COc2c(C(=O)NC3CN4CCC3CC4)cc(Cl)cc21 (stereo unspecified)
→ -10, 0, 1400, 4, 0, nt, nt, -2, nt, -2, nt
O=C(O)c1cccc2c1NC(C(=O)O)C1CC(Sc3ccccc3[N+](=O)[O-])C(Cl)C21 (stereo unspecified)
→ 1, -3, 1672, 1, 2, 15*, 0.002, 6, 15, 5, 12
CC(C)CCn1c(N)c(C(=O)OCC2CCCO2)c2nc3ccccc3nc21 (stereo unspecified)
→ -11, 32, 1598, 0, -2, 1.5, nt, 3, 54*, 5, 1.7
CNCCc1c(C)n[nH]c1C
→ 2, -9, 1529, -9, 5, 3.1, nt, -4, -7, -7, 2.4
Cc1ccc(S(=O)(=O)N2CCCCC2)cc1NC(=O)CN1CC=C(c2ccccc2)CC1
→ 8, -5, 1671, -9, -3, 1.4, nt, 4, 38, 2, -0.1
CSCCC(N=Cc1c(O)n(-c2ccc(F)cc2)c(=O)[nH]c1=O)C(=O)OC(C)(C)C (stereo unspecified)
→ -5, nt, 1430, 1, 0, -0.9, -0.51, -3, 11, 2, 0.2
CCOC(=O)C(O)(c1cn(C)c2ccccc12)C(F)(F)F (stereo unspecified)
→ 6, -15, 1548, -3, 2, 1.7, nt, -3, 0, 5, -0.6
CC(C)(C)[C@]1(O)C[C@@H]2OC(=O)C[C@@]23C(=O)O[C@@H]2OC(=O)[C@H](O)[C@]213
→ 10, -12, 1493, -4, 0, 1.1, 1.1, 1, -7, 6, 0.5
C=CCn1c(=O)c(C=Nc2cccc([N+](=O)[O-])c2)c(O)n(CCCC)c1=O
→ -1, nt, 1365, 4, -3, 2.0, -0.97, -3, -3, -3, -3.7
CN1CCN(S(=O)(=O)c2cnc(Cl)c(Br)c2)CC1
→ 15, -9, 1435, -4, -4, 0.6, nt, 8, -4, 15, 0.5
O=[N+]([O-])c1ccc(N2CCNCC2)c(Cl)c1
→ 7, 0, 1754, -3, 8, 1.0, -1.4, 7, 2, 9, -1.5
O=c1[nH]c(=O)n(Cc2ccccc2)c(O)c1C=NCCN1CCOCC1
→ -4, nt, 1415, 1, 0, 0.2, 0.062, -6, -11, 6, -0.8
CC(C(O)c1ccccc1)N(C)CCn1cnc2c1c(=O)n(C)c(=O)n2C (stereo unspecified)
→ 8, -17, 1461, -4, 4, 1.4, 0.55, 0, -2, 7, -0.1
O=c1[nH]c(=O)n(Cc2ccccc2Cl)c(O)c1/C=C1/C=CC=N1
→ -13, -19, 1610, 4, 1, 2.2, 2.6*, 6, 24, 1, -2.1
Cc1ccc(OP(=O)(NCc2ccccc2)Oc2ccc(C)cc2)cc1
→ 6, 5, 1507, 2, -4, 2.0, nt, -1, 7, 0, 0.3
CC1CCN(CC(=O)c2ccc3c(c2)OCCO3)CC1
→ -4, -7, 1630, -9, -2, -1.2, -0.012, -4, 1, 5, -2.1
Cc1ccc(S(=O)(=O)CC(C)(O)C(=O)Nc2cccc(C(F)(F)F)c2)cc1 (stereo unspecified)
→ -2, nt, 1544, 1, 7, 0.8, nt, 4, 16, 6, -0.8
CCCCNC(=S)N1CCn2cccc2C1c1cccnc1 (stereo unspecified)
→ 0, 5, 1637, 11*, -2, 3.6, -0.11, -3, 92*, 0, -0.2
Cn1c(O)c(C=NCCN2CCN(C(=O)c3ccccc3)CC2)c(=O)n(C)c1=O
→ -11, 13, 1335, 3, -2, 0.8, nt, -6, -5, 2, -0.7

Compound activity as filed in PubChem BioAssay.
